Assay outcomes from PubChem BioAssay.
TNAP activation fold – human TNAP enzyme activators, primary screen, biochemical, luminescent, no phosphate acceptor, uHTS (AID 1001) | purified TNAP, luminescent activation assay, no phosphate acceptor; higher activation fold means a stronger effect | one-dose activation fold at 20 µM; EC50 in µM for titrated hits | actives 0.03% (n = 200,000); in the data active = activation fold from about 3, or a potency from the dose series; inactive = the rest, 99 in 100 with activation fold below about 1.6; note: many of its hits are not listed in these tables
RSV CPE inhibition – inhibition of RSV-induced cytopathic effect – HEp-2 cells, primary 10 µM value included (AID 2391). HEp-2 cells, RSV-induced CPE inhibition; higher % means a stronger effect. one-dose CPE inhibition, % at 10 µM; IC50 in µM for titrated hits. actives 0.13% (n = 310,000); in the data active = a potency from the dose series; note: strong numbers were not always called active
P. falciparum M17LAP – P. falciparum M17LAP inhibitors, primary screen, biochemical, fluorogenic H-Leu-NHMec substrate, 1536-well (AID 1619). actives 0.38% (n = 220,000). recombinant M17LAP, H-Leu-NHMec fluorogenic kinetic assay; higher % means a stronger effect. one-dose inhibition, % at 30 µM; IC50 in µM for titrated hits;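 active = compound inhibiting the enzyme by more than half at any dose during confirmatory dose-response retesting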;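 note: plate controls were full reaction with DMSO carrier for no effect and no enzyme background for full effect; strong numbers were not always called active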
PMI inhibitors – MPI enzyme activity inhibition – biochemical, fluorescence intensity, coupled assay, primary screen (AID 1209); actives 0.42% (n = 190,000); purified PMI enzyme, coupled fluorescence intensity; higher % means a stronger effect; inhibition, % at 20 µM; hits with a dose series show IC50 in µM;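 note: plate controls were DMSO vehicle for no effect and wells lacking substrate for full effect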
West Nile virus CPE – inhibition of WNV-induced cytopathic effect – cell-based, CPE readout (AID 1621); actives 0.02% (n = 290,000); CPE inhibition, % at 10 µM; hits with a dose series show IC50 in µM; West Nile virus-infected cells, CPE inhibition; higher % means a stronger effect; in the data active = a potency from the dose series; note: strong numbers were not always called active
M1AAP inhibition – malaria alanyl aminopeptidase activity blockers – biochemical, fluorogenic H-Leu-NHMec substrate, 1536-well (AID 1445). recombinant M1AAP, H-Leu-NHMec fluorogenic kinetic assay; higher % means a stronger effect. inhibition, % at 30 µM; hits with a dose series show IC50 in µM. actives 0.42% (n = 220,000);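 active = primary inhibition above the hit cutoff, then over 50% inhibition at one or more dose response concentrations, cut at about 23% in these data, passing the limit was not always enough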;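 note: plate controls were DMSO full reaction for no effect and no enzyme background for full effect; strong numbers were not always called active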
UTI89 phage lysis – inhibition of K1F phage lysis, E. coli UTI89, bacterial capsule biogenesis inhibitors, alamar blue (AID 488966) | E. coli UTI89 K1F phage lysis, alamar blue, 2 h; higher % means a stronger effect | inhibition, % at 100 µM, or IC50 in µM where a hit was titrated | actives 0.02% (n = 340,000);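 active = phage lysis inhibition, versus mean bacterial control, above a set limit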;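 note: capsule biogenesis inhibitors block K1F phage lysis so surviving cells raise fluorescence; higher fluorescence means more inhibition of phage lysis; actives were called in the ten point dose series up to 300 µM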
T cell HTS – modulates CD8 T cell binding to vesicles; 2C CD8+ T cell-vesicle binding, flow cytometry; stronger effect = lower value; calls only at 7 µM; actives 0.068% (n = 330,000); AID 2052;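 active = response, share of CD8 T cells binding vesicles, and their 90th percentile fluorescence all below set limits, cut at about 80% in these data, passing the limit was not always enough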
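Test system: purified 2C TCR transgenic mouse naive CD8+ T cells. Probe or stimulus: QL9-peptide-loaded Drosophila micro-vesicles bearing Ld, ICAM-1 and B7-1. Incubation: binding step 1.5 h, 37 °C, antibody labelling 20 min, ice. Measured by: flow cytometry of vesicle-bound cells.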
PMI inhibition – human PMI inhibitors, high substrate, primary screen, biochemical, fluorescence intensity, high mannose 6-phosphate (AID 1220); recombinant PMI enzyme, coupled fluorescence intensity; higher % means a stronger effect; one-dose inhibition, % at 20 µM; IC50 in µM for titrated hits; actives 0.66% (n = 190,000)
T cell HTS vesicle-bound % – also measured in T cell HTS; calls as there; double positive events, %; measured here: CD8+ vesicle-bound cell fraction;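 binding gate set so that unloaded-vesicle control wells show 10% double positive cells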
An asterisk follows results filed as active; i = inactive; · = not tested or not shown; [ ] = dose if it differs, or a comment. Cut-off read from the data, not from the text of the source, unless noted: active = inhibition above about 50%; inactive = the rest.

mol | TNAP activation fold | RSV CPE inhibition | P. falciparum M17LAP | PMI inhibitors | West Nile virus CPE | M1AAP inhibition | UTI89 phage lysis | T cell HTS | T cell HTS vesicle-bound % | PMI inhibition
COc1ccc(/C=C/C(O)=C(\C#N)c2nnc(N3CCOCC3)n2-c2ccccc2)cc1OC | 1 | 0.7% | 16% | 2% | 1.3% | 11% | 0.4% | i | 21 | 12%
Cc1ccc(S(=O)(=O)N2CCN(C(=O)Cc3ccsc3)CC2)c(C)c1 | · | 0.6% | · | · | -1.2% | · | 0.8%[50 µM] | i | 10 | ·
O=C(N/N=C1/CCSC1)c1cccc([N+](=O)[O-])c1 | 1 | 1.5% | 32% | -7% | -0.5% | 0% | 1.2%[50 µM] | i | 49 | -4%
CC(=O)Nc1ccccc1C(=O)C(=O)Nc1cccc(C(=O)N2CC(C)CC(C)C2)c1 (stereo not drawn) | 1.1 | 20% | 14% | 0% | -0.8% | 5% | 0.2% | i | 8 | 6%
COc1cc(SC)ccc1C(=O)NCc1ccc(C)cc1 | 1 | 3.7% | -9% | 12% | -0.2% | 7% | 8.4% | i | 58 | 12%
CC1CCCCC1NC(=O)Cn1nnc2ccccc2c1=O (stereo not drawn) | 1.1 | 2.2% | 2% | -3% | 0.2% | 8% | 0.7% | i | 38 | 1%
Cc1ccc(/C=N/Nc2ccc(Cl)c(C(=O)O)c2)s1 | 0.9 | 4.0% | 50% | -19% | -0.1% | 4% | -8.3% | i | 37 | -23%
Cc1cc(=O)n2c3ccccc3n(CC(O)CN3CCCC3)c2c1C#N (stereo not drawn) | 1.1 | 0.6% | 2% | 0% | 0.2% | 6% | 0.2%[50 µM] | i | 24 | -3%
CC(=O)Nc1ccc(NC(=O)N(c2ccccc2)c2ccccc2)cc1 | · | 1.6% | · | · | -0.5% | · | 0.1% | i | 25 | ·
COc1ccc(OC2OC3COC(c4ccco4)OC3C(O)C2NC(C)=O)cc1 (stereo not drawn) | 1.2 | 2.0% | 7% | -10% | 0.1% | 7% | 0.6%[50 µM] | i | 44 | -21%
CCOC(=O)c1[nH]c2ccc(F)cc2c1NC(=O)CN1CCc2cc(OC)c(OC)cc2C1 | 1.1 | 5.7% | -3% | 11% | · | 15% | · | i | 9 | 10%
CC12CCC3C(CCC4N(CCO)CCC34C)C1CCC2O (stereo not drawn) | · | 0.7% | · | · | 1.0% | · | -0.1% | i | 58 | ·
CO/N=C/NC(=O)C1=NOC(CNc2ncc(C(F)(F)F)cc2Cl)C1 (stereo not drawn) | 1.1 | -0.3% | 6% | 17% | -0.4% | 5% | 0.3% | i | 27 | 7%
Cc1cc(C(=O)Cn2nnc(-c3ccc(Cl)cc3)n2)c(C)n1-c1ccccc1 | 1 | -0.2% | 18% | 10% | -0.6% | 1% | 3.1% | i | 46 | 3%
Cc1c(NC(=O)C(C)OC(=O)CCC2CCCC2)c(=O)n(-c2ccccc2)n1C (stereo not drawn) | 1.1 | 0.5% | 8% | 12% | 0.2% | 2% | -0.3% | i | 30 | 11%
COC(=O)c1ccc(CSc2ccccc2C)o1 | 1.1 | 1.3% | 4% | -8% | 0.7% | 0% | -0.2% | i | 42 | 1%
CC(C)(O)[C@@H]1Cc2c(ccc3ccc(=O)oc23)O1 | 1.1 | 0.0% | -219% | -9% | 0.0% | 6% | 0.4% | i | 36 | 0%
CC(CCN1CCC(n2nccc2NC(=O)c2ccccc2Cl)CC1)c1ccccc1 (stereo not drawn) | · | 0.1% | · | · | -0.6% | · | -0.1% | i | 10 | ·
Cc1ccc2cc(C#N)c(N3CCN(C(=O)c4cccs4)CC3)nc2c1 | · | 1.6% | · | · | -1.1% | · | 1.4% | i | 7 | ·
Cc1ccc(Cn2ccsc2=NC(=O)CCl)cc1 | 1.2 | 4.3% | 6% | -35% | -1.9% | 7% | 0.0% | i | 25 | -15%
O=C(Nc1ccc2ccccc2n1)c1ccccc1 | · | 0.6% | · | · | -0.6% | · | 0.0% | i | 26 | ·
O=c1c2c(nc3nc(NCc4ccccc4Cl)[nH]n13)CCC2 | 1.2 | 0.4% | 14% | -11% | 0.1% | 8% | · | i | 63 | -5%
CCN1C(=O)c2cccc3c(S(=O)(=O)Nc4ccccc4)ccc1c23 | 1 | 11% | -12% | -1% | 2.1% | 7% | 0.3% | i | 22 | 19%
CCOC(=O)N1CCC(N2CCN(C3CCCC3)C(CCO)C2)CC1 (stereo not drawn) | 1.1 | -2.3% | 2% | 6% | -0.3% | -2% | -0.5% | i | 45 | 2%
Cc1cccc(-c2nc3ccccc3c(=O)n2N)c1 | · | 1.6% | · | · | 0.2% | · | -0.7%[50 µM] | i | 42 | ·
O=C(NCC1CCN(c2ccc(S(=O)(=O)N3CCOCC3)cc2)CC1)Nc1ccccc1 | · | 12% | · | · | 0.2% | · | 0.5% | i | 52 | ·
Cc1c(C(=O)C(=O)NCCc2ccc(S(N)(=O)=O)cc2)c2ccccc2n1C | 1 | 2.1% | 2% | 12% | 0.8% | 0% | -0.2% | i | 5 | 3%
O=[N+]([O-])c1cc([N+](=O)[O-])c(N2CCCCCC2)cc1NCCO | 0.9 | 6.4% | 6% | 6% | -0.4% | 20% | 0.3% | i | 52 | 11%
O=C(CN1CCN(c2ccccc2)CC1)Nc1ccccc1C(F)(F)F | 1.1 | 2.9% | -4% | 9% | -0.1% | 2% | 0.1% | i | 46 | 9%
Cc1cc(C)nc(N(C#N)CN2C(=O)c3ccccc3S2(=O)=O)n1 | 1.1 | 0.6% | -8% | -2% | 0.2% | 5% | 0.3% | i | 49 | 5%

The last 2 records of the part above come first, to join the parts:
mol | TNAP activation fold | RSV CPE inhibition | P. falciparum M17LAP | PMI inhibitors | West Nile virus CPE | M1AAP inhibition | UTI89 phage lysis | T cell HTS | T cell HTS vesicle-bound % | PMI inhibition
O=C(CN1CCN(c2ccccc2)CC1)Nc1ccccc1C(F)(F)F | 1.1 | 2.9% | -4% | 9% | -0.1% | 2% | 0.1% | i | 46 | 9%
Cc1cc(C)nc(N(C#N)CN2C(=O)c3ccccc3S2(=O)=O)n1 | 1.1 | 0.6% | -8% | -2% | 0.2% | 5% | 0.3% | i | 49 | 5%
O=C(Cc1ccc(-c2ccccc2)cc1)Nc1ccccc1 | · | 1.1% | · | · | -0.2% | · | 0.7% | i | 52 | ·
C/C(=N\NC(=O)c1cccs1)c1ccncc1 | · | -0.1% | · | · | 0.8% | · | -0.3%[50 µM] | i | 30 | ·
O=C(CCN1C(=O)S/C(=C/c2ccccc2)C1=O)Nc1ccc(O)c(C(=O)O)c1 | · | 6.6% | · | · | 0.2% | · | -0.2% | i | 41 | ·
CC(C)(C)C(=O)CSc1nc2ncc(Br)cc2[nH]1 | 0.7 | -0.3% | 1% | -7% | -0.1% | 0% | -0.2% | i | 56 | -5%
Cc1nnc(SCC(=O)N2CCc3ccccc32)s1 | 1.1 | -1.2% | -4% | 13% | -0.5% | 9% | 0.9% | i | 19 | 16%
COc1ccc2cc(C(c3nnnn3C3CCCC3)N3CCCCCC3)c3nnnn3c2c1 (stereo not drawn) | 1.1 | 5.0% | 4% | -9% | -0.2% | 9% | 2.8% | i | 12 | -10%
Cc1n[nH]c(C)c1Cc1ccc(C(=O)O)cc1 | 1 | -0.5% | 3% | 10% | 0.2% | -1% | 0.3% | i | 41 | 6%
O=C(CCC(=O)Nc1ccccc1)NNS(=O)(=O)c1ccccc1[N+](=O)[O-] | 1.1 | -1.5% | -2% | 3% | 0.4% | 4% | 3.1% | i | 53 | -2%
Cc1ccc(-n2c(C)cc(C(=O)CN3CCOCC3)c2C)cc1 | 1.1 | 1.2% | 41% | -6% | 0.9% | 11% | -0.2% | i | 37 | 3%
O=C(CSC1=NC(=O)C(Cc2ccccc2)C(=O)N1)Nc1ncccn1 (stereo not drawn) | 1.1 | · | -6% | 9% | 0.2% | 11% | · | · | · | 19%
Cc1nc2ccc(NC(=O)c3ccccc3)cc2s1 | 1.1 | 4.5% | 13% | -9% | 0.6% | 15% | 0.3% | i | 61 | -11%
O=C(c1ccc2nccnc2c1)N1CCCC(Nc2ccc(F)c(F)c2)C1 (stereo not drawn) | · | 0.8% | · | · | -0.4% | · | -0.1% | i | 60 | ·
Cc1nc2ccccn2c1C(=O)NC1CCCC1 | 1 | -0.6% | -2% | 8% | 0.0% | 5% | 0.5% | i | 32 | -2%
COc1ccc(C)cc1-n1nnnc1SCc1cn2ccsc2n1 | 1.1 | -0.2% | -10% | -3% | 0.4% | 17% | -0.3% | i | 24 | -3%
COc1cc(Br)c(CNc2cc(C)ccc2C)cc1OC | · | 4.8% | · | · | -0.2% | · | -2.4% | i | 62 | ·

Single records, as listed above. Order of values: TNAP activation fold, RSV CPE inhibition, P. falciparum M17LAP, PMI inhibitors, West Nile virus CPE, M1AAP inhibition, UTI89 phage lysis, T cell HTS, T cell HTS vesicle-bound %, PMI inhibition
Record of C/C(=N\NC(=O)c1cccs1)c1ccncc1 → ·, -0.1%, ·, ·, 0.8%, ·, -0.3%[50 µM], i, 30, ·
Record of O=C(c1ccc2nccnc2c1)N1CCCC(Nc2ccc(F)c(F)c2)C1 (stereo not drawn) → ·, 0.8%, ·, ·, -0.4%, ·, -0.1%, i, 60, ·

Following part:
mol | TNAP activation fold | RSV CPE inhibition | P. falciparum M17LAP | PMI inhibitors | West Nile virus CPE | M1AAP inhibition | UTI89 phage lysis | T cell HTS | T cell HTS vesicle-bound % | PMI inhibition
O=C(Nc1ccc(F)cc1)c1c(Cl)nc2ccccn12 | 1.1 | 4.7% | 2% | -1% | -1.0% | 1% | -0.3% | i | 44 | 0%
CCc1ccccc1NC(=O)COC(=O)C1CC(=O)N(c2ccc(F)cc2)C1 (stereo not drawn) | 1 | 3.6% | 10% | 10% | -0.2% | 6% | 0.0% | i | 48 | 9%
COc1ccc(CCN2CCCn3c2nc2c3c(=O)[nH]c(=O)n2C)cc1OC | · | 2.0% | · | · | -0.6% | · | 2.0%[50 µM] | i | 39 | ·
CN(C)C(=O)N1CCC(C(=O)NCC2CCCO2)CC1 (stereo not drawn) | 1 | -1.2% | -7% | 9% | · | 5% | 0.1% | i | 21 | 13%
Cn1nc(-c2ccc(NCCO)c([N+](=O)[O-])c2)c2ccccc2c1=O | 0.9 | 0.7% | -6% | 1% | -0.2% | 3% | -0.1% | i | 48 | 2%
CCOC(=O)CNC(=S)N(CCCN1CCN(C)CC1)Cc1cccs1 | · | -0.9% | · | · | -0.3% | · | 0.2% | i | 37 | ·

Single values from the results shown.
West Nile virus CPE result of `CCc1ccccc1NC(=O)COC(=O)C1CC(=O)N(c2ccc(F)cc2)C1` (stereo not drawn) reads -0.2%
T cell HTS vesicle-bound % result of `CN(C)C(=O)N1CCC(C(=O)NCC2CCCO2)CC1` (stereo not drawn) reads 21
West Nile virus CPE result of `Cn1nc(-c2ccc(NCCO)c([N+](=O)[O-])c2)c2ccccc2c1=O` reads -0.2%
